# Tb hexokinase – blocks Trypanosoma brucei hexokinase 1 activity; recombinant TbHK1, G6PDH-coupled NADH A340; inhibition, % at 10 µM; 0.11% of 220,000 active; AID 1430;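 active = inhibition of 50% or more in the single-dose primary screen; inactive = inhibition below 50%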
# Furin inhibitor – inhibitors of human furin; P09958; purified furin, fluorogenic substrate cleavage; inhibition, % at 30 µM; 0.061% of 220,000 active; in the data active = inhibition above about 25%; note: inactives centre near -15
# Target sequence (P09958 108-714 limits assumed): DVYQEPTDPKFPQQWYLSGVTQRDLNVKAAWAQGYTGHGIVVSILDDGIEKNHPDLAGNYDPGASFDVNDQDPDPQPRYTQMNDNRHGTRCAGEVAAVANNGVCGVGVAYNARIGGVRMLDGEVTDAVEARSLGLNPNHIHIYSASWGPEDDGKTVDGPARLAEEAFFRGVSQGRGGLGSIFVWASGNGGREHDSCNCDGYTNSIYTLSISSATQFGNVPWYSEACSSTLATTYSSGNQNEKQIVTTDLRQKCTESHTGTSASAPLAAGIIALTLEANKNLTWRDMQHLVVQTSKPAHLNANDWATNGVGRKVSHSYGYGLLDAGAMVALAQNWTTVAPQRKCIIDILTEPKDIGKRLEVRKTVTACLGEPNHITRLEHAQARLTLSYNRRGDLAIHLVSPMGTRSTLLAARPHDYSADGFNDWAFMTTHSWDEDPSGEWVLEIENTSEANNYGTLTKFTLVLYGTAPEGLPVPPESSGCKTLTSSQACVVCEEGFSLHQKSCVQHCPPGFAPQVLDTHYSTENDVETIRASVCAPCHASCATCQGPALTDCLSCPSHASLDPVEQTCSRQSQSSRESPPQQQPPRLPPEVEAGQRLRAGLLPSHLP
# p97 ATPase inh – inhibitors of human p97 ATPase; P55072; recombinant p97 ATPase, Kinase-Glo ATP luminescence, 3 h; inhibition, % at 8 µM; 0.42% of 220,000 active; in the data active = inhibition above about 15%;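 note: 0% = DMSO vehicle and 100% = wells lacking enzyme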
# PPC-1+TRAIL kill – PPC-1 cancer cell killing with TRAIL present | PPC-1 cells + TRAIL, ATPLite viability luminescence | AID 1443 | 0.41% of 220,000 active | cell killing (% activity), % at 4 µM;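 active = cell killing above 50% in the first pass at 4 µM, then a duplicate retest at 5 µM averaging 50% or more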;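 note: plate controls were cells with TRAIL plus DMSO for no effect and medium-only wells lacking cells for full effect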
# Ba/F3 V617F tox – reduce viability of Ba/F3 cells dependent on JAK2V617F | Ba/F3 EpoR-JAK2V617F viability, ATP luminescence | inhibition, % at 5.6 µM | 1.1% of 220,000 active | AID 1446;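 active = inhibition above the campaign mean plus 3 SD over all tested compounds, cut at about 24% in these data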;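 note: cytokine-independent growth of Ba/F3 cells driven by EpoR plus mutant JAK2; 0% = DMSO-treated cells and 100% = JAK inhibitor I control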
# EP2 antag – EP2 receptor (human) inhibition; P43116; C6 glioma cells expressing human EP2, cAMP TR-FRET; cells stimulated with saturating PGE2; inhibition, % at 25 µM; 0.52% of 260,000 active; AID 1422;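 active = percent inhibition above 40 after rounding to a whole number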;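 note: rat C6 glioma host cells with rolipram phosphodiesterase inhibitor present; the protocol text gives 20 µM as final concentration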
# RBBP9 inh – blocks human serine hydrolase RBBP9. 0.2% of 220,000 active. inhibition, % at 7.94 µM. recombinant RBBP9, FP-Rh probe fluorescence polarization. O75884;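 active = inhibition above the campaign mean of all tested compounds plus 3 SD, cut at about 14% in these data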;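 note: plate controls were DMSO wells with RBBP9 for no effect and wells lacking RBBP9 protein for full effect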
#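 system = RBBP9 protein | input = RBBP9 at 2.5 µM in dispensed solution, before mixing | measured by = fluorescence polarization (mP), excitation 525 nm, emission 598 nm | incubation = enzyme-compound preincubation 30 min, then probe labeling 45 min, 25 °C | buffer or medium = Tris-NaCl-Pluronic buffer, pH 8.0 | compound = single dose 7.94 µM | also added = FP-Rh probe, 375 nM dispensing solution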
# p47phox inh – blocks human p47phox regulatory protein of NADPH oxidases; P14598; p47phox/p22phox peptide binding, fluorescence polarization, 2 h; inhibition, % at 24.7 µM; 0.53% of 220,000 active;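 active = inhibition above about 30%, limit read from the data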;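 note: 0% = p47phox with labelled peptide and 100% = labelled peptide alone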
# Target sequence (P14598 whole entry, looked up): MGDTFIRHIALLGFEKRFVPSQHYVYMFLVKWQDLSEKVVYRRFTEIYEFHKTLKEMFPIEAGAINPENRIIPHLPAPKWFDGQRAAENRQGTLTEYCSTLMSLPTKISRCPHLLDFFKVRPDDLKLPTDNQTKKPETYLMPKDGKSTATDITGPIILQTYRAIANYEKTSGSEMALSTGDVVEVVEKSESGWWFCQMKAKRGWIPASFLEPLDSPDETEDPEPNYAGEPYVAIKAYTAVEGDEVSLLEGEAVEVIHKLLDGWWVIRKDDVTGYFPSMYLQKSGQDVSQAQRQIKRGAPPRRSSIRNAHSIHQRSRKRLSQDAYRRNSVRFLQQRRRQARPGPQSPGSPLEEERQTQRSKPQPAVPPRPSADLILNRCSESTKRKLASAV
# BaF3 parental – reduces parental Ba/F3 cell viability, JAK2V617F counter-screen; 1.1% of 220,000 active; inhibition, % at 5.6 µM; CellTiter-Glo ATP luminescence; AID 1486;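 active = inhibition above a per-campaign cutoff, the mean inhibition of all tested compounds plus 3 SD, cut at about 27% in these data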;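 note: 0% = DMSO wells and 100% = JAK Inhibitor I control wells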
# The depositor's hits bear a star; nt = not tested or not shown; & = joins results of further samples; [ ] = dose if it differs, or a comment.
SMILES,Tb hexokinase,Furin inhibitor,p97 ATPase inh,PPC-1+TRAIL kill,Ba/F3 V617F tox,EP2 antag,RBBP9 inh,p47phox inh,BaF3 parental
Cc1cc(Cl)ccc1OCC(=O)NCCOc1nc(N2CCCCC2)nc(N2CCOCC2)n1,-11,-4[20 µM],-1,7,3,nt,0,-1,5
Cc1ccc(CSc2sc(C(=O)c3ccccc3)c(N)c2C#N)cc1,17,-17[20 µM],2,-1,-3,10,-2,-12,2
Cc1cccc(N2CCN(C(=O)c3ccc(NS(=O)(=O)c4c(C)noc4C)cc3)CC2)c1C,-7,11[20 µM],0,0,0,6,5,-4,12
CC(C(=O)Nc1nncs1)N1C(=O)C2C3C=CC(C3)C2C1=O (stereo unspecified),-2,-23,5,7,-4,8,3,0,1
CCc1ccc(Nc2nnc(SCC(=O)Nc3cccc(S(=O)(=O)NC4=NCCCCC4)c3)s2)cc1,13,2,0,51*,4,10,-4,-23,7
CCC(CC)c1nnc(NC(=O)c2cccc(S(=O)(=O)N3CCc4ccccc43)c2)s1,-3,-8[20 µM],-8,19,4,25,-11,-18,6
CC(C)(C)C(=O)Nc1ccccc1C(=O)Nc1cc(Cl)ccc1Cl,4,-12,-2,13,1,8,1,-16,6
CCOC(=O)c1nn(-c2ccccc2)c2nc(Nc3ccccc3)cc(=O)n12,-25,-17[20 µM],0,12,0,10,-1,11,2
CCOC(=O)N1CCN(C(=O)c2ccc3c(=O)n(CCC4=CCCCC4)c(=S)[nH]c3c2)CC1,31,-5,1,10,3,9,-4,-9,2
COCCNS(=O)(=O)c1ccc2c3c(cccc13)C(=O)N2C,-15,-21,2,19,-1,16&6,0,-18,6
CCc1ccc(NC(=O)Cn2cnc3c(=O)n(C)c(=O)n(C)c32)cc1,8,-13,-4,2,6,9,-4,-2,10
CS(=O)(=O)N(Cc1ccccc1)c1ccc(C(=O)NCC2CCCO2)cc1 (stereo unspecified),2,-8[20 µM],-5,5,7,2,2,0,6
O=C1c2ccccc2C(=O)N1CCCc1c[nH]c2ccccc12,2,-21,7,-1,-1,9,-2,-34,7
COc1cccc([C@@H]2Oc3ccc(OC)cc3C(=O)[C@H]2OC(=O)N[C@H](C)C2CCCCC2)c1,3,-20,10,12,-3,nt,-8,-1,6
O=S(=O)(/C=C/c1ccccc1)Nc1cccc(S(=O)(=O)NC2=NCCC2)c1,-3,-19,1,17,1,0,-10,-2,6
CCOc1ccccc1N(CC(=O)NC1CCCCC1)C(=O)CCCC(=O)Nc1ccccn1,-8,-12,-4,17,1,8,-4,-12,0
COC(=O)c1cc(CNC(=O)c2ccc(O)c(Cl)c2)ccc1OC,-1,-5,4,33,-1,7,1,-4,5
CCC(=O)N1CCN(c2cc(N3CCN(C)CC3)c(F)cc2[N+](=O)[O-])CC1,-14,-10,7,21,-1,3,2,-6,5
CCCCc1c(C)c(C#N)c2nc3ccccc3n2c1Cl,-3,-19,5,32,-5,16,-10,-17,4
COc1ccccc1NC(=O)CN1CCN(c2ccccn2)CC1,1,-20[20 µM],-3,15,-3,10,7,-12,6
O=c1[nH]nc(SCc2cc(Cl)ccc2Cl)c(=O)[nH]1,6,-15,5,14,-1,8,1,-4,-2
COc1nc(NC2CCCCC2)nc(N2CCCCCC2)n1,12,-3[20 µM],-9,12,5,20,-7,-8,7
CCOc1cc(C(=S)N2CCCC2)ccc1OC(=O)Cc1ccc(F)cc1,1,-18,-5,-1,5,4,2,-2,13
O=C(/C=C/c1ccccc1)NCCSCc1ccc(Cl)cc1,-4,-7,2,14,-3,4,1,-30,-1
Cc1cccc(C)c1NC(=O)c1cn(-c2ccccc2)nc1-c1ccccc1,5,-28,2,15,0,10,-3,-5,5
SMILES,Tb hexokinase,Furin inhibitor,p97 ATPase inh,PPC-1+TRAIL kill,Ba/F3 V617F tox,EP2 antag,RBBP9 inh,p47phox inh,BaF3 parental
COc1cccc(C(=O)C(C#N)=C(SC)SC)c1,-19,-15,-5,2,1,10,0,-8,-2
O=[N+]([O-])c1ccc(/C=N/Nc2nc(N3CCCCC3)nc(N3CCCCC3)n2)cc1,-8,-19,4,16,-2,13,-11,-7,4
CN(CC(=O)Nc1ccccc1Cl)C(=O)COC(=O)CNC(=O)c1ccc(Br)o1,2,-19[20 µM],-6,nt,2,6,-9,nt,9
COc1cccc(C2CC(c3cccc(C)c3)n3ncnc3N2)c1 (stereo unspecified),-3,-19,4,-18,-6,5,-8,-6,-4
O=C(c1ccccc1F)N1CCN(C2CCC(c3ccccc3)CC2)CC1 (stereo unspecified),-2,-25,-5,nt,1,6,4,-18,11
CCOC(=O)C1CCN(C(=O)COC(=O)c2cccc(F)c2)CC1,1,-26,-5,8,3,0,-7,11,9
CC(=O)NNc1ncnc2c1cnn2-c1ccc(C)c(Cl)c1,5,-33,5,29,0,5,-8,-4,10
CNCC(O)CN1CCN(c2ccccc2OC)CC1 (stereo unspecified),1,-18,3,8,-2,10,-6,-6,6
CCCCNC(=O)C1(NC(=O)Nc2ccccc2)CCCCC1,-1,-37,1,-11,0,5,-1,-11,3
O=c1oc2ccccc2n1Cc1cccc(Cl)c1,0,-12,5,-1,-1,10,-5,-11,-1
O=C(N/N=C/C(c1ccccc1)c1ccccc1)c1ccccc1F,1,-20,6,10,-2,4,-1,-19,5
Cc1ccc(-n2nc(N)c3c(=O)oc(N(C)C)nc32)cc1,0,-3[20 µM],3,13,0,6,1,-12,3
CCOc1cccc(-c2cc(C(=O)N/N=C/c3ccc(OC)c(CN4CCOCC4)c3)c3ccccc3n2)c1,-39,2,0,23,2,3,-13,-9,9
Cc1nn2c(N3CCN(c4ccccn4)CC3)cc(C(C)C)nc2c1-c1ccccc1,-19,1,-6,14,2,11,-8,-9,3
CC(C)CN1CCNC(=O)C1CC(=O)NCc1cnn(-c2cccc(F)c2)c1 (stereo unspecified),2,-24,6,16,-1,7,-9,-8,10
CCn1c(CNC(=O)c2ccc(OC)c(OC)c2)nnc1SCC(=O)Nc1ccc(OC)cc1,0,-9,-1,29,-2,11,3,5,1
C=CCNC(=O)C1CCC(C(=O)NCC=C)CC1 (stereo unspecified),-1,-21,4,28,2,6,-7,-8,7
O=C(c1cc2nc(-c3ccco3)cc(C(F)(F)F)n2n1)N1CCN(Cc2ccccc2)CC1,-33,-18[20 µM],-3,22,3,8&11,-10,-6,7
COC(=O)C1=C(O)/C(=C\c2cc(C)n(-c3ccccc3C)c2C)N=C1C,-27,5[20 µM],-6,3,2,12,-3,-61,3
CN(C)S(=O)(=O)c1ccc(N=Cc2c(C(F)(F)F)[nH][nH]c2=O)cc1,-5,-7,5,7,1,-2,0,8,6
CSCCC(NC(=O)c1ccccc1Br)C(=O)N1CCC(C)CC1 (stereo unspecified),-3,-19,1,19,4,4,6,-6,9
CCCCN(C)C(=O)C1CCC(=O)N(c2cc(OC)c(OC)c(OC)c2)C1c1ccc(OC)cc1 (stereo unspecified),2,-6[20 µM],-8,26,6,11,-2,3,4
COc1ccc(NC(=O)COC(=O)c2cnccn2)cc1Cl,4,-27,3,-6,-2,12,0,-22,4
COc1cc2ccc(=O)oc2c(O)c1OCC=C(C)C,-24,-21,-1,-4,1,18,7,-5,2
O=C(NCCSCc1c(F)cccc1Cl)c1ccco1,4,-17,5,4,0,10&7,-1,-12,-2

# 5 compounds already listed, sorted by molar mass, high to low:
SMILES,Tb hexokinase,Furin inhibitor,p97 ATPase inh,PPC-1+TRAIL kill,Ba/F3 V617F tox,EP2 antag,RBBP9 inh,p47phox inh,BaF3 parental
CCc1ccc(Nc2nnc(SCC(=O)Nc3cccc(S(=O)(=O)NC4=NCCCCC4)c3)s2)cc1,13,2,0,51*,4,10,-4,-23,7
COc1cccc([C@@H]2Oc3ccc(OC)cc3C(=O)[C@H]2OC(=O)N[C@H](C)C2CCCCC2)c1,3,-20,10,12,-3,nt,-8,-1,6
CC(C)CN1CCNC(=O)C1CC(=O)NCc1cnn(-c2cccc(F)c2)c1 (stereo unspecified),2,-24,6,16,-1,7,-9,-8,10
COc1cccc(C2CC(c3cccc(C)c3)n3ncnc3N2)c1 (stereo unspecified),-3,-19,4,-18,-6,5,-8,-6,-4
COc1nc(NC2CCCCC2)nc(N2CCCCCC2)n1,12,-3[20 µM],-9,12,5,20,-7,-8,7

# (next part)
SMILES,Tb hexokinase,Furin inhibitor,p97 ATPase inh,PPC-1+TRAIL kill,Ba/F3 V617F tox,EP2 antag,RBBP9 inh,p47phox inh,BaF3 parental
CC(c1nnc(SCC(=O)Nc2cccnc2Cl)n1-c1ccccc1)N(C)C (stereo unspecified),0,-7,2,17,-2,5,2,-6,1
CCCCn1c(CNC(=O)C23CC4CC(CC(C4)C2)C3)nnc1SC(C)CC (stereo unspecified),-6,-11,3,4,2,8,-3,-6,9
O=C(CN1CCCC1)Nc1ccc(Cl)cc1C(F)(F)F,6,-22,6,12,0,3,0,8,7
CCC(CO)N=CC1=C(O)C(C(=O)c2ccccc2)CCC1=O (stereo unspecified),8,-14,-1,-2,-1,14,0,-7,-2
C/C(=N\NS(=O)(=O)c1ccc(C)cc1)c1ccc(C)o1,-7,-15,-2,18,3,12,-3,-10,7
CCc1cccc(CC)c1NC(=O)COC(=O)Cc1ccsc1,0,-24,1,12,0,7,-6,-9,6
Cn1ncc2nc[nH]c(=O)c21,3,-11,-6,0,5,14,1,-13,3
O=C(CSCc1ccc([N+](=O)[O-])cc1)NC1CC1,18,-19,3,-1,-2,20,1,-10,4
COc1ccc(C2C=C(C34CC5CC(CC(C5)C3)C4)NC(=S)N2)cc1 (stereo unspecified),1,-12,1,-4,-4,3,-4,-10,3
CCCC1(C(=O)OC)NC(c2ccco2)C2C(=O)N(c3ccc(C)cc3)C(=O)C21 (stereo unspecified),3,-16,6,0,-6,8,-2,-18,0
O=[N+]([O-])c1ccc(N/N=C2\CC3CC=CC23)cc1 (stereo unspecified),-5,-11,3,-26,-2,5,-2,-5,4
CCC(C)(C(=O)NC1CCCC1)N(C)C(=O)c1ccccn1 (stereo unspecified),7,-12,-3,8,7,3,-6,9,9
CC(Sc1nc2nn(-c3ccccc3)c(=O)c-2c2n1CCCCC2)C(N)=O (stereo unspecified),-6,-18[20 µM],-4,-4,3,15,2,-8,6
NC(=O)CN(c1ccccc1)C1SC(=O)N(Cc2ccccc2)C1=O (stereo unspecified),-1,-25,5,0,-1,9,-6,-3,2
COc1cc(CNCCCN2CCOCC2)cc(Br)c1OCC(=O)N1CCCCC1,3,-28[20 µM],1,16,0,6,-5,-14,5
O=C(Cc1cccs1)Nc1nnc(Cc2ccc(F)cc2)s1,30,-15[20 µM],-6,-4,4,nt,-3,-10,9
CCCC(=O)Nc1ccc(Sc2ccc([N+](=O)[O-])cc2)cc1,-4,-21[20 µM],0,25,-3,19,-2,-2,-1
CCNc1nc(NC(C)C)nc(OCCOC(=O)Nc2ccccc2)n1,8,-24[20 µM],1,31,-3,24,-5,0,4
CCN1CC(CN(C)Cc2cn(-c3cccc(C)c3)nc2-c2cccc(F)c2)CC1=O (stereo unspecified),-14,-14,1,10,1,5,-4,-5,8
CCOc1ccccc1C(C(=O)NC1CCCC1)N(Cc1ccco1)C(=O)CNC(=O)c1ccco1 (stereo unspecified),3,-18[20 µM],2,14,-1,9,-2,-2,5
CCOC(=O)C1=C(C)Nc2ncnn2C1c1ccccc1F (stereo unspecified),5,-5[20 µM],-3,15,1,11,-5,-19,4
COc1ccc2c(C(=O)CCl)c[nH]c2c1,-22,-23,36*,23,-3,8,1,-30,3
COC(=O)Nc1cccn(Cc2c(Cl)cccc2Cl)c1=O,1,-21,3,22,1,10,-3,-13,3

# Compound activity from PubChem.

# A portion of the library; count on the stated rates, not on these rows.
